# M. tuberculosis HTS – M. tuberculosis growth inhibition, HTS (AID 449762). M. tuberculosis H37Rv growth inhibition, 7H9 media; higher % means a stronger effect. inhibition, % at 25 µM, or IC50 in µM where a hit was titrated. 0.59% of 330,000 active; in the data active = a potency from the dose series; inconclusive = inhibition above about 70% without an active follow-up result;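 note: bacterial growth assessed after seven days of incubation; strong numbers were not always called active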
# tuberculosis growth – growth inhibition of non-replicating M. tuberculosis (AID 488890); Mycobacterium tuberculosis non-replicating, growth inhibition; higher % means a stronger effect; one-dose inhibition, % at 25 µM; IC50 in µM for titrated hits; 0.39% of 320,000 active; in the data active = a potency from the dose series; inconclusive = inhibition mostly from about 82% at the one dose, without a potency; inactive = the rest, 99 in 100 with inhibition below about 76%;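 note: plate controls were DMSO cells for no effect and high antibiotic wells for full effect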
# H1N1 NS1A inhibition – H1N1 influenza NS1A inhibitors, functional cell based assay (AID 504329); NS1A functional cell-based assay, percent inhibition; higher % means a stronger effect; inhibition, % at 12.5 µM; hits with a dose series show IC50 in µM; 0.3% of 340,000 active; in the data active = a potency from the dose series; inconclusive = inhibition above about 27% without an active follow-up result; note: strong numbers were not always called active
# VEEV TC-83 Vero – inhibitors of VEEV TC-83 cytopathic effect, confirmation, Vero cells (AID 588727). Vero cells, VEEV TC-83 cytopathic effect inhibition; higher % means a stronger effect. inhibition, % at 20 µM, or IC50 in µM where a hit was titrated. 0.13% of 350,000 active; in the data active = a potency from the dose series; inconclusive = inhibition mostly from about 14% at the one dose, without a potency; inactive = the rest, 99 in 100 with inhibition below about 12%; note: strong numbers were not always called active
# PhoP GFP inhibition – Inhibition of PhoP regulon, Salmonella typhi GFP reporter cells, confirmation, 4 h (AID 1850); Salmonella Typhi PhoP-promoter GFP reporter, fluorescence, 4 h; higher % means a stronger effect; inhibition, % at 50 µM, or IC50 in µM where a hit was titrated; 0.33% of 310,000 active; in the data active = a potency from the dose series; inconclusive = inhibition mostly from about 25% at the one dose, without a potency; inactive = the rest, 99 in 100 with inhibition below about 19%;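 note: 0% = induced wells with vehicle and 100% = uninduced wells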
# VEEV TC-83 Vero 10K pilot screen – further read-out of VEEV TC-83 Vero, marked with its call; inhibition, %; measured here: 10K pilot screen inhibition
# * hit, by the source's call; i = inactive; ? = inconclusive; / = no result given; & = joins results of further samples.
SMILES,M. tuberculosis HTS,tuberculosis growth,H1N1 NS1A inhibition,VEEV TC-83 Vero,PhoP GFP inhibition,others
CCN(C(=O)COC(=O)c1ccc[nH]c1=O)c1cccc2ccccc12,8%,16%,3%,i,/,
N=c1c(S(=O)(=O)c2ccc(Br)cc2)cc2c(=O)n3ccccc3nc2n1Cc1ccccc1,-1%,-5%,6%,i,0%,
C/C(=N\Nc1nc(N2CCOCC2)nc(N2CCOCC2)n1)c1cccc([N+](=O)[O-])c1,15%,0%,1%,8.4%,6%,
Cc1cccn2c(=O)c3cc(C#N)c(=NC(=O)c4ccco4)n(Cc4ccco4)c3nc12,6%,6%,2%,?,2%,
COc1ccc(-n2c(SC(C)C(=O)N3CCOCC3)nc3ccccc3c2=O)cc1 (configuration not stated),-17%,-9%,-6%,0.7%,-4%,
COCCN1CC(C(=O)NCc2ccccc2-n2ccnc2C)CCC1=O (configuration not stated),-17%,-17%,-6%,0.3%,-9%,
CC(=O)Nc1c(C(=O)O)oc2ccccc12,-14%,-5%,-2%,2.4%,-9%,
NC(=O)Nc1ccccc1C(=O)NCCc1ccccc1,-7%,-5%,-8%,0.4%,-1%,
Cc1cc(C(=O)O)c2ccccc2n1,-4%,-5%,-4%,0.5%,-14%,
O=C(/C=C/c1ccc([N+](=O)[O-])cc1)Oc1ccc(/C=N/NC(=O)c2ccncc2)cc1,?,45%,-3%,1.3%,-6%,
O=C(NCC12CC3CC(CC(C3)C1)C2)c1nn2c(c1Cl)NC(c1ccco1)CC2C(F)(F)F (configuration not stated),-1%,/,-4%,2.3%,14%,
COc1ccccc1C(=O)Nc1ccnn1C1CCN(C/C=C/c2ccccc2)CC1,0%,40%,1%,3.3%,-5%,
CCn1c(SCC(=O)Nc2nncs2)nnc1-c1ccco1,-6%,-11%,5%,0.1%,4%,
Cc1ccc(S(=O)(=O)N2CCOCC2)cc1NC(=O)CSc1nnc(N)s1,-2%,-7%,-5%,0.2%,1%,
CCN1C(=O)c2ccccc2S(=O)(=O)c2ccc(C(=O)N3CCOCC3)cc21,-6%,-22%,21%,0.1%,3%,
O=C(CSc1ccccc1)N1CCC(N2CCC(C(=O)N3CCCC3)CC2)CC1,3%,-7%,11%,1.0%,41%,
CC(NC(=O)CCCN1C(=O)c2ccccc2C1=O)c1ccc2c(c1)CCCC2 (configuration not stated),-5%,6%,6%,0.3%,-8%,
CCN(CC)S(=O)(=O)c1cccc(C(=O)N/N=C(\C)c2ccc(O)cc2O)c1,10%,-8%,3%,8.8%,5%,
CC1(C)Cc2ccccc2-c2nc(-c3ccccc3)oc(=O)c21,10%,-2%,-3%,9.0%,-5%,
COc1ccc2nc(Nc3nc4cc5c(cc4s3)OCO5)sc2c1,57%,49%,3%,4.0%,-1%,
C/C(=C/CCC(C)(O)C1CC[C@@]2(C)[C@@H]3CC=C4[C@@H](CC[C@H](O[C@H]5O[C@@H](CO)[C@H](O)[C@@H](O)[C@@H]5O)C4(C)C)[C@]3(C)C(=O)C[C@]12C)CO[C@@H]1O[C@H](CO)[C@@H](O)[C@H](O)[C@H]1O (some centres not stated),-9%,35%,-4%,2.9%,/,
CCOC(=O)C1CCCN(C(=O)Cn2nc(C)n3nc(-c4ccccc4)cc3c2=O)C1 (configuration not stated),-6%,-4%,6%,1.1%,5%,
CCN(CC(=O)Nc1ccccc1C(F)(F)F)C(=O)c1ccc(N2CCCC2=O)cc1,14%,39%,-12%,2.2%,/,
C#CCOCCOCCOCCNc1nc(N2CCN(C(=O)CCCCCCCCCCNC(=O)[C@H]([C@@H](C)CC)n3cc(CCCCCN)nn3)CC2)nc(N2CCN(C(=O)CCCCCCCCCCNC(=O)[C@@H]([C@H](C)O)n3cc(C)nn3)CC2)n1,?,65%,?,i,60%,
O=C(COC(=O)CCc1ccc(S(=O)(=O)N2CCOCC2)cc1)NC(=O)NC1CCCCC1,-4%,5%,-4%,3.2%,0%,
COc1ccc(CN2CCNC(=O)C2CC(=O)NC2Cc3ccccc3C2)c(OC)c1 (configuration not stated),11%,22%,1%,i,-9%,
COc1cc(/C=N/NC(=O)c2cccc([N+](=O)[O-])c2)ccc1OCc1ccccc1,5%,26%,3%,10%,-10%,
COc1ccc(-c2nc(CN3CCC(C(=O)NCC4CCCO4)CC3)c(C)o2)cc1OC (configuration not stated),1%,2%,-13%,3.3%,-2%,
CCOc1ccc(OCC)c(NC(=O)CN2CCN(CC(=O)NC(C)C)CC2)c1,-11%,-9%,-11%,i,-4%,
COC(=O)c1sc(NC(=O)COc2cccc(C)c2)nc1C,-4%,64%,0%,1.1%,-8%,
c1cncc(COC2CCCN(Cc3nc(-c4cccs4)no3)C2)c1 (configuration not stated),6%,35%,3%,i,-4%,
CCN(CC)CCNC(=O)c1ccc(NC(C)=O)cc1,2%&-16%,-13%&10%,3%&-3%,0.9%,-8%&7%,
CC1(C)CC(=O)C2=C(C1)NC(=O)C21C(C(=O)OC(C)(C)C)=C(N)Oc2ccc(Br)cc21 (configuration not stated),1%,23%,3%,i,-8%,
Cc1ccc(S(=O)(=O)N(C)C)cc1NC(=O)CSc1nc2ncc(Cl)cc2[nH]1,/,/,-4%,12%,/,
Cc1noc(C)c1NC(=O)N(C)C[C@H]1Oc2c(NC(=O)Cc3ccccc3)cccc2C(=O)N([C@H](C)CO)C[C@@H]1C,1%,11%,13%,0.6%,/,
Cc1ccc(OC(C)C(=O)Nc2ncc(Cl)cc2Cl)c([N+](=O)[O-])n1 (configuration not stated),-8%,-22%,-19%,3.0%,/,
O=C(NCCc1ccccc1)c1ccc(Cl)nc1,-2%,62%,5%,1.3%,7%,
Cc1occc1C(=O)NNC(=O)C1CC1,-1%,/,3%,0.9%,8%,
NC(=O)Cn1cc(/C=N\NS(=O)(=O)c2ccccc2)c2ccccc21,2%,6%,5%,1.7%,0%,
COc1ccc(-c2nc(SCC(=O)Nc3c(F)cccc3F)n[nH]2)cc1,42%,72%,-1%,1.7%,-3%,
CC(C)C(=O)Nc1cc(=O)[nH]c2ncnn12,-10%,-13%,1%,i,3%,
COc1cc(CN2CCN(c3ccccc3C)CC2)cc([N+](=O)[O-])c1O,4%,54%,-2%,0.5%,-5%,
CCN(c1ccccc1)c1ncnc2c1cnn2-c1ccccc1,1%,34%,-3%,7.0%,-17%,
COc1ccc(NC(=O)c2ccccc2NC(=O)C2CC=CCC2C(=O)O)cc1 (configuration not stated),-1%,-13%,-7%,i,-3%,
COc1ccc2[nH]c(=O)c(CN(CCO)C(=O)NCc3ccccc3)cc2c1,-3%,11%,6%,0.4%,8%,
c1ccc(-c2nnc(-c3ccccc3)c(-c3c[nH]c4ccccc34)n2)cc1,5%,14%,5%,0.4%,5%,
O=C(COn1nnc2ccc(Cl)cc21)Nc1ccc(F)cc1,5%,?,-7%,0.4%,5%,
COc1cccc(CN(C(=O)c2cnccn2)C(C(=O)NC2CCCCC2)c2cc(OC)c(OC)c(OC)c2)c1 (configuration not stated),-10%,-1%,-1%,1.9%,-3%,
Cc1ccc(S(=O)(=O)N2CCN(CC(O)c3ccccc3)CC2)cc1C (configuration not stated),-7%,-5%,3%,1.6%,0%,
COC(=O)C(O)(c1ccc(NC(=S)NC(=O)c2ccccc2)cc1)C(F)(F)F (configuration not stated),-6%,i,0%,i,-11%,
CC(C)Cc1nnc(NC(=O)CCC(=O)N2CCC3(CC2)OCCO3)s1,-4%,2%,-5%,?,9%,
Cc1c(-c2cccs2)[n+](=O)c2c(n1[O-])CCC2,3%,3%,12%,0.4%,-12%,
CC(=O)N1CCN(C(=O)c2cc(S(=O)(=O)N(C)c3ccc(F)cc3)ccc2Cl)CC1,-7%,-6%,-19%,1.1%,-7%,
Cc1ccc(-n2ncc3c2CC(C)(C)CC3NC(=O)CCn2cncn2)cc1 (configuration not stated),2%,0%,-5%,1.3%,-8%,
CCN(CC)CCCNc1oc(-c2ccc(OC)c(OC)c2)nc1C#N,-7%,1%,0%,1.8%,-3%,
Cc1ccc(CSc2nc3nc(C)cc(C)c3c(=O)[nH]2)cc1,-4%,6%,-3%,3.5%,-8%,
COC(=O)C1=C(C)N(Cc2ccccc2)C(=NCCCCO)N[C@H]1c1ccccc1,-2%,51%,/,/,-9%,
O=[N+]([O-])c1ccccc1S(=O)(=O)NCCc1ccncc1,-5%,-8%,3%,0.8%,-2%,
Cc1cc(N2CCN(c3ccccc3)CC2)nc2ccccc12,44%,47%,-3%,4.2%,1%,
CCOc1ccc(NC(C)=O)cc1N,-10%,-5%,-3%,0.6%,/,

# An excerpt from above in order of heavy-atom count, rising:
SMILES,M. tuberculosis HTS,tuberculosis growth,H1N1 NS1A inhibition,VEEV TC-83 Vero,PhoP GFP inhibition,others
CCOc1ccc(NC(C)=O)cc1N,-10%,-5%,-3%,0.6%,/,
COc1cc(CN2CCN(c3ccccc3C)CC2)cc([N+](=O)[O-])c1O,4%,54%,-2%,0.5%,-5%,
COC(=O)C1=C(C)N(Cc2ccccc2)C(=NCCCCO)N[C@H]1c1ccccc1,-2%,51%,/,/,-9%,

# Next entries:
SMILES,M. tuberculosis HTS,tuberculosis growth,H1N1 NS1A inhibition,VEEV TC-83 Vero,PhoP GFP inhibition,others
O=C(Nc1ccc(F)cc1)c1ccc2ncsc2c1,-6%,4%,0%,0.5%,6%,
COc1cccc(-c2nn(-c3ccc(C)cc3)cc2C(=O)N(C)CC(=O)Nc2cccc(F)c2)c1,5%,25%,-9%,7.0%,/,
CCOC(=O)c1[nH]c2ccccc2c1NC(=O)COC,-13%,/,-11%,2.1%,-4%,
CCn1c(SCC(=O)Nc2ccc3c(c2)OCCO3)nnc1-c1cccs1,-3%,13%,6%,4.3%,-2%,
NC(=O)NCc1ccccc1Cl,-2%,-3%,-5%,0.4%,-7%,VEEV TC-83 Vero 10K pilot screen=0.0
O=C(CCc1nc(-c2ccccc2F)no1)NCCc1ccccc1Cl,-5%,66%,-8%,0.6%,-2%,
CN(CCc1ccccc1)C(=O)c1cccc(NC(=O)Cc2cccc(NC(=O)C3CCCN(C(=O)C4CC4)C3)c2)c1 (configuration not stated),/,/,-9%,i,/,
Nc1cc(-c2ccccc2)nn1S(=O)(=O)c1ccc(F)cc1,2%,14%,-6%,1.6%,-20%,
O=C(NCc1ccc2c(c1)OCO2)c1cccc([N+](=O)[O-])c1,3%,-1%,-3%,4.8%,-2%,
O=C(CNC(=O)c1ccc(Br)o1)NC1CCCCCC1,-4%,/,-4%,1.4%,-1%,
CC(C)(C)N1CC23CCC(C[C@@H]2C1=O)O3 (some centres not stated),3%,-2%,0%,i,5%,
CCOC(=O)C1=C(c2ccccc2)NC(=O)NC1c1cc(Cl)c(O)c(OC)c1 (configuration not stated),-1%,-1%,1%,i,14%,
CCC(C)Sc1cccc(-c2nc3cnccn3c2NC2CCCCC2)c1 (configuration not stated),69%,36%,-32%,?,/,
Cc1ccc(Nc2ncc3c(n2)CC(C)CC3=O)c(C)c1 (configuration not stated),5%,5%,-8%,0.5%,6%,
COC(=O)c1c(NC(=O)CS(=O)(=O)c2ccccc2)sc(C)c1C,9%,8%,-1%,10%,2%,
CNc1nnc(CSc2nc(C)cc(C)n2)s1,-1%,-6%,0%,1.6%,1%,
O=C(Nc1ccc(Br)cc1)C(c1ccccc1)c1ccccc1,-7%,-7%,-3%,0.6%,-12%,
O=C(c1ccccc1)N1CCN(CC#Cc2ccccc2)CC1,12%,-3%,-5%,0.8%,5%,
O=C(CCCN1CCC(NC(=O)c2ccccc2)CC1)c1ccc(Cl)cc1,7%,12%,4%,3.0%,11%,
CC(O)c1cccc(NC(=O)CCCc2ccccc2)c1 (configuration not stated),6%,21%,2%,2.2%,-8%,
O=C(COc1ccccc1)NC1CCCN(Cc2ccccc2F)C1 (configuration not stated),8%,60%,0%,0.5%,1%,
Cc1ccc([N+](=O)[O-])c(OCCN2CCCCCC2)c1,2%,52%,-1%,i,-11%,

# 6 entries drawn at random from the list so far:
SMILES,M. tuberculosis HTS,tuberculosis growth,H1N1 NS1A inhibition,VEEV TC-83 Vero,PhoP GFP inhibition,others
COc1cccc(-c2nn(-c3ccc(C)cc3)cc2C(=O)N(C)CC(=O)Nc2cccc(F)c2)c1,5%,25%,-9%,7.0%,/,
CCOC(=O)C1=C(c2ccccc2)NC(=O)NC1c1cc(Cl)c(O)c(OC)c1 (configuration not stated),-1%,-1%,1%,i,14%,
NC(=O)NCc1ccccc1Cl,-2%,-3%,-5%,0.4%,-7%,VEEV TC-83 Vero 10K pilot screen=0.0
CCC(C)Sc1cccc(-c2nc3cnccn3c2NC2CCCCC2)c1 (configuration not stated),69%,36%,-32%,?,/,
CCn1c(SCC(=O)Nc2ccc3c(c2)OCCO3)nnc1-c1cccs1,-3%,13%,6%,4.3%,-2%,
Cc1ccc([N+](=O)[O-])c(OCCN2CCCCCC2)c1,2%,52%,-1%,i,-11%,

# Screening data deposited in PubChem by Southern Research Specialized Biocontainment Screening Center.
